# ssDAF12 agonist – S. stercoralis DAF-12 activation, primary screen | 370,000 compounds, 1% hits | activation, % at 6.8 µM | HEK293 ssDAF-12/GRIP1 lit1-tk-luc reporter, luminescence; % of 3 µM dafachronic acid response | AID 652126;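 active means activation above the mean over all tested compounds plus 3 SD, cut at about 0.9% in these data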;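 further: 0% = DMSO-only wells and 100% = 3 µM delta7-dafachronic acid wells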
# GAA850 FXN act – frataxin GAA850 promoter activation; HEK293 lucGAA850 FXN promoter luciferase reporter, 24 h; percent of 10 µM SAHA response; activation, % at 6 µM; 360,000 compounds, 0.56% hits; AID 540364;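 active means activation above the average of all compounds screened plus 3 SD, cutoff fixed separately per campaign, cut at about 7.5% in these data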;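 further: 0% = DMSO wells and 100% = 10 µM SAHA wells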
# ADAM10 inh – inhibits human ADAM10. O14672. recombinant ADAM10, EDANS/DABCYL FRET peptide cleavage, 3 h. inhibition, % at 7 µM. 370,000 compounds, 0.62% hits. AID 720582;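 active means inhibition above a per-campaign cutoff equal to the mean of compounds falling between control-based bounds plus 3 SD, cut at about 20% in these data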;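 further: 0% = DMSO wells while the 100% control is not disclosed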
# DAX1 inh-1 – inhibits human nuclear receptor DAX1. HEK293 Gal4-DAX1 luciferase reporter, luminescence. AID 504766. 340,000 compounds, 0.99% hits. inhibition, % at 6.75 µM. P51843;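 active means inhibition above the mean over all tested compounds plus 3 SD, cut at about 4.2% in these data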;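 further: 0% = DAX1-transfected cells with DMSO and 100% = empty-vector control cells with DMSO; inhibition shows as a rise in luminescence from relieved DAX1 repression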
# NPR2 activator – GC-B (human) receptor activation. 370,000 compounds, 0.11% hits. HEK293-GC-B cells, CNP EC30, cGMP TR-FRET; 0% at EC30 CNP, 100% saturating CNP. AID 1920062. P20594. activation, % at 10 µM;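 active means activation at 10 µM reaching about 35% in either raw or pattern-adjusted values, limit read from the data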
# hgDAF12 agonist – agonists of H. glycines DAF-12 nuclear receptor | AID 687014 | activation, % at 6.8 µM | HEK293 GAL4-hgDAF12 UAS-luciferase reporter, agonist luminescence; normalized to butyrate control | 370,000 compounds, 1.8% hits;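 active means activation above a cutoff set at the mean of all screened compounds plus 3 SD, cut at about 10% in these data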;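 further: 0% = DMSO wells and 100% = sodium butyrate wells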
# NPR1 activator – GC-A (human) enzyme activation. P16066. HEK293 GC-A cells, cGMP TR-FRET, EC30 ANP; 0% at EC30 ANP, 100% saturating ANP. activation, % at 10 µM. 370,000 compounds, 0.14% hits. AID 1671463; in the data active means activation above about 40%
# Target sequence (P16066 whole entry, looked up): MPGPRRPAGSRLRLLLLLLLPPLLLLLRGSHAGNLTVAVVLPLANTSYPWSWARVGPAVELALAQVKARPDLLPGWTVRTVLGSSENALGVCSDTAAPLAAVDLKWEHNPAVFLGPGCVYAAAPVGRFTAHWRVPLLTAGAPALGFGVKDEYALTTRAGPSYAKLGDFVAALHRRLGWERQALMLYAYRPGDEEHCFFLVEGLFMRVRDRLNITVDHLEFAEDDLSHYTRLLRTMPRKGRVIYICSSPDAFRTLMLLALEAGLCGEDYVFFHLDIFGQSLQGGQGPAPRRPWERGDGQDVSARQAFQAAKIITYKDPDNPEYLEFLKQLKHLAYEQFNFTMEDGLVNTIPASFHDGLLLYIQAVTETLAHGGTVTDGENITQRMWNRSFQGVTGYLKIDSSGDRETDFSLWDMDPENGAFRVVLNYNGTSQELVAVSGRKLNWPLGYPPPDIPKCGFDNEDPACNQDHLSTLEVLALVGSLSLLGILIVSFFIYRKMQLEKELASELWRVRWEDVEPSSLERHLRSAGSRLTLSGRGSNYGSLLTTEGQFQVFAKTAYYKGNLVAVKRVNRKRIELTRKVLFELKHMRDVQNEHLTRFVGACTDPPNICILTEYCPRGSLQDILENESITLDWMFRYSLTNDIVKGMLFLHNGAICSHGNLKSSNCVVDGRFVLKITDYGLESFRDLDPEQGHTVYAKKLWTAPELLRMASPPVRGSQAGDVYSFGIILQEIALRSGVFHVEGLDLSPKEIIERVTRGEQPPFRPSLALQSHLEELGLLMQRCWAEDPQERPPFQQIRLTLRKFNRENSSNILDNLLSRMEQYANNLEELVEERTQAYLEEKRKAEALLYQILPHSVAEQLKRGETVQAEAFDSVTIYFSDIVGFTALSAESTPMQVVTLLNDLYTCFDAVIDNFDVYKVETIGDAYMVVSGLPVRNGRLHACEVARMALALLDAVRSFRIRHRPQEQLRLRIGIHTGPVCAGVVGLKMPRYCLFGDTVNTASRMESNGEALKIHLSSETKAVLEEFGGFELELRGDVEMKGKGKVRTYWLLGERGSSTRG
# hcDAF-12 act – activators of H. contortus DAF-12 nuclear receptor; activation, % at 6.8 µM; 370,000 compounds, 1.4% hits; HEK293 hcDAF-12 lit1-tk-luc reporter, luminescence; 0% DMSO, 100% Δ7-dafachronic acid; AID 652067;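 active means activation above the mean of all tested compounds plus 3 SD, cut at about 5.5% in these data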;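 further: 100% = response to 3 µM Δ7-dafachronic acid high control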
# SMARCA2 act – increases SMARCA2 function in MMTV reporter cells | MG213 cells, MMTV-luciferase reporter, dexamethasone, overnight | activation, % at 9.1 µM | 370,000 compounds, 1% hits; in the data active means activation above about 7.8%;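 further: 0% = vehicle wells and 100% = reference activator wells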
# DAX1 inh-2 – blocks DAX1 repression of SF-1 activated StAR promoter; inhibition, % at 6.8 µM; AID 652010; HEK293T StAR-luciferase reporter, SF-1/DAX-1 repression relief; 370,000 compounds, 1.1% hits;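 active means inhibition above the mean over all tested compounds plus 3 SD, cut at about 3.6% in these data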;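 further: 0% = DAX-1 cells with DMSO and 100% = cells lacking DAX-1 with DMSO; higher inhibition means more luminescence from relief of DAX-1 repression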
# HGIII-sPLA2 inh – Blocks human group III sPLA2 activity | Q9NZ20 | QFRET BODIPY PC-A2 liposome hydrolysis, fluorescence | 370,000 compounds, 0.56% hits | AID 743126 | inhibition, % at 12.2 µM;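 active means inhibition above mean plus 3 SD of compounds lying within the high and low control bounds, cut at about 19% in these data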;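 further: 0% = median of test compound wells and 100% = no enzyme DMSO wells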
# Active calls of the source: *; . = no result given.
molecule	ssDAF12 agonist	GAA850 FXN act	ADAM10 inh	DAX1 inh-1	NPR2 activator	hgDAF12 agonist	NPR1 activator	hcDAF-12 act	SMARCA2 act	DAX1 inh-2	HGIII-sPLA2 inh
COc1ccc(S(=O)(=O)N2CCCCC2)cc1C(=O)N1CCCCCC1	-0.7	1.6	0	1.2	2	-2.0	3	-3.2	-2	-0.8	6
COC(=O)[C@@]1(Cc2ccc(OC)cc2)[C@H]2c3cc(C(=O)N4CCCC4)n(CCO)c3C[C@H]2CN1C(=O)c1ccccc1	-1.0	.	-11	.	-1	-1.1	0	1.2	0	0.1	-6
O=C(NCC(=O)N(c1cccnc1)C(C(=O)NCc1ccco1)c1ccccc1)c1ccco1 (configuration not stated)	-1.2	0.7	-3	-0.5	-4	1.9	2	2.1	1	-0.1	-5
CCCCN(CCCC)S(=O)(=O)c1ccc2[nH]c(=O)[nH]c2c1	-1.9	-0.2	17	1.4	-8	-1.8	-17	-0.5	-2	1.6	-7
COc1ccc(C(=O)NCC(=O)N=Nc2c(O)n(C)c3ccccc23)cc1OC	-2.1	3.8	1	-1.8	-4	0.6	-5	-1.1	-7	0.2	17
COc1cccc(C(=O)N2CCN(C(=O)c3ccc(-c4ccccc4)cc3)CC2)c1OC	-1.8	-0.4	-1	-0.7	2	-1.0	4	-1.6	2	-1.6	-13
O=C1CCC(c2ccccc2)(C2CCN(Cc3ccccc3)CC2)C(=O)N1 (configuration not stated)	-1.8	0.6	5	0.3	-1	0.0	-10	0.1	3	0.6	-8
COC(=O)C1C(=O)C2=C(CC1C)NC(C)=C(C(=O)OCCOc1ccccc1)C2c1ccc(C)o1 (configuration not stated)	-1.4	-1.1	2	-1.6	2	-3.0	-1	-2.9	-3	-0.1	-20
CCc1ccc(CNC(=O)C2CCCN(c3nn4c(=O)cc(C)nc4s3)C2)cc1 (configuration not stated)	-1.2	0.7	-1	-0.4	-3	0.4	2	-0.6	0	0.1	0
COC(=O)C1=C(CN2CCSCC2)NC(=O)NC1c1cc(C)ccc1C (configuration not stated)	-1.0	-1.3	1	0.1	-5	-0.9	-1	-1.0	1	0.0	1
C=CCn1c(=O)c(CCC(=O)Nc2ccc(N3CCOCC3)cc2)nc2cc(C(F)(F)F)ccc21	-1.5	1.1	-4	0.9	-5	-1.0	-6	-0.9	2	0.2	7
CC1=[N+](CC(=O)NC(C)(C)C)CCc2ccccc21	-1.6	0.3	3	-1.0	5	-0.7	-5	1.8	-2	0.1	0
NC(=O)COc1ccc(=O)n(-c2ccccc2)n1	-1.2	-2.3	-1	0.4	6	2.6	2	0.4	0	0.3	-1
Cc1ccccc1C(=O)N1CCCC(CCC(=O)N2CCN(c3ccccn3)CC2)C1 (configuration not stated)	-1.6	0.6	-12	0.2	0	-2.9	2	-3.3	-1	-3.6	-2
O=C(O)C(Cc1ccccc1)n1cccc1 (configuration not stated)	-1.0	0.8	3	-0.2	-4	0.2	2	-1.1	-1	-0.2	-4
O=C(NC1CCCCC1)C1CCN(S(=O)(=O)c2cccc3nsnc23)CC1	-1.4	-0.6	5	0.8	-2	1.1	2	-1.1	-3	0.2	10
O=C(c1cc(-c2cccs2)on1)N1CCOCC1	-1.0	2.1	-6	0.9	-1	9.0	4	1.1	3	1.2	-3
Cc1cc(C(F)(F)F)c2c(=O)[nH]c(=O)n(Cc3ccccc3)c2n1	-0.7	-1.3	-12	2.3	0	-0.1	1	-1.2	-1	0.2	-5
CCOC(=O)Nc1nnc(-c2ccc(OC)c(OC)c2)s1	-0.3	2.2	-98	0.4	-5	0.8	1	-1.8	0	0.9	9
CC(C)(C)c1ccc(C(=O)NC(=S)Nn2cnnc2)cc1	-0.9	3.5	1	2.4	1	0.1	4	1.8	-1	1.2	12
C[C@H]1[C@@H](OC(=O)NC2CCCCC2)CC[C@@]23CCCN2C(=O)CCC[C@@H]13	-1.6	.	-5	.	-6	-1.8	-5	-0.4	.	.	7
COc1ccccc1N(CCC#N)C(=O)CSc1nnc2ccccn12	-1.4	1.9	5	0.8	-2	-0.7	-1	-0.5	1	0.0	-4
Cc1ccc(S(=O)(=O)Nc2ccc3[nH]c(=O)[nH]c3c2)c(C)c1	-1.3	1.9	-6	0.8	-6	-1.7	2	-1.1	-3	-0.6	4
Cc1cc2ccccc2n1CCNC(=O)C1CC1	-0.1	-0.6	-21	1.1	-4	-2.4	3	3.7	1	-0.6	8
O=S(=O)(NCc1ccccc1Cl)c1cnc[nH]1	-0.6	-0.1	2	-0.1	4	-1.1	3	0.1	2	-0.4	2
CCOc1cc(C(c2c(C)[nH][nH]c2=O)c2c(C)[nH][nH]c2=O)ccc1OCc1ccc([N+](=O)[O-])cc1	-1.7	-5.4	10	1.3	13	0.2	4	-0.2	-2	-1.7	-62
COc1ccc(NS(=O)(=O)c2ccc(N3CCCC3)c(NC(=S)Nc3cccc(C)c3C)c2)cc1	-1.8	6.2	12	-2.2	-1	-0.2	2	-3.3	0	-0.2	3
CCOC(=O)Cc1csc(NC(=O)C(CC(C)C)NC(=O)C2CCCCC2)n1 (configuration not stated)	-1.9	0.2	6	0.0	0	-4.1	2	-0.2	3	-0.4	-2
COc1ccccc1NC(=O)c1cccs1	-1.4	2.0	7	2.3	-2	3.4	-1	-0.6	-2	1.0	1
COc1cc(OC)c(NC(=O)CN(C)S(=O)(=O)c2ccc3[nH]c(=O)oc3c2)cc1Cl	-0.1	1.1	-1	0.7	-5	-0.4	6	-1.8	-3	-0.2	-24
CCOC(=O)CC1CCCCN1C(=O)c1ccc2nc(CCOC)oc2c1 (configuration not stated)	-0.7	-1.9	-1	0.5	3	2.3	5	-1.9	0	0.2	6
O=C(Nc1ccc(F)cc1)N1CCN(c2ncccn2)CC1	-1.3	0.5	-2	-0.3	-2	-0.1	4	0.2	-3	0.6	-5
Cc1ccc(C(=O)Nn2c(O)c(C=C3N=c4ccccc4=N3)sc2=S)cc1	-1.1	1.2	-50	-0.5	-3	-0.1	2	1.2	-2	-0.2	8
O=C(NCCN1CCC(n2c(=O)[nH]c3ccccc32)CC1)C(c1ccccc1)c1ccccc1	-1.5	.	-3	.	-11	-2.5	-15	-2.7	-4	-2.2	-15
CCc1cc(Cn2nc(-c3ccccc3C)cc2C(=O)O)on1	-1.3	1.1	-5	0.1	2	1.2	0	-2.1	4	0.9	-4
COc1ccc(-n2c(N)c(C(=O)NCC3CCCO3)c3nc4ccccc4nc32)c(OC)c1 (configuration not stated)	-0.8	3.3	-446	-1.1	40*	-1.3	40*	-1.4	-3	-1.0	3
Cc1ccccc1-n1ncc2c1CC(C)(C)CC2NC(=O)CCN1CCCCC1=O (configuration not stated)	-1.2	1.5	2	0.6	5	2.2	2	1.6	-1	-0.1	2
O=C(COC(=O)C1CCN(C(=O)c2ccc(Cl)cc2)CC1)Nc1ccccc1F	-0.7	1.0	-8	0.8	-5	-0.1	-3	-1.6	-4	-0.5	-1
N#Cc1c(-c2ccccc2Cl)noc1/C=C/Nc1ccc(C(=O)O)cc1	-1.2	0.8	-47	-0.3	-5	-0.8	-1	-2.1	0	-0.2	-12
COc1ccc(CNC(=O)CN2C(=O)NC(C)(c3cccc(Br)c3)C2=O)cc1 (configuration not stated)	-1.6	2.4	5	-0.9	1	0.5	-3	-1.4	-1	-0.4	-6
CNS(=O)(=O)c1ccc(Cl)nc1	-0.2	-0.5	10	1.0	6	-0.7	-3	-2.2	6	-0.5	5
CCCCN(Cc1ccco1)C(=O)Cn1ncc2c(=O)oc3ccc(C)cc3c21	-1.0	-0.9	-9	1.6	-18	-1.5	-16	0.1	-1	-0.8	11
CC(C)CNS(=O)(=O)c1ccc(S(=O)(=O)N2CCC3(CC2)OCCO3)cc1	-2.0	1.6	3	2.6	1	1.9	-1	-0.6	3	-0.5	-7
Cc1ccnc(-n2c(CCN3C(=O)c4ccccc4C3=O)nc3ccccc3c2=O)c1	-1.0	-0.9	-13	-0.5	3	2.3	5	2.9	-4	-0.2	6
O=S(=O)(c1ccc2c(c1)CCCC2)N1CCNCC1	-0.7	0.9	-5	1.0	-2	-1.4	-1	-1.7	0	-1.1	-8
Cc1ccc(-n2c(SCC(=O)N3CCOCC3)nnc2-c2ccncc2)cc1	-0.6	0.4	-3	-0.9	0	-1.9	5	0.4	-4	0.6	-5
Cc1cc(OCC(=O)Nc2ccc3c(c2)OCCO3)ccc1Cl	-0.3	3.3	5	1.2	2	2.1	4	-1.1	1	-1.3	-6
CC(C)(C)C(=O)NCCN1CCN(C(=O)C(C)(C)C)CC1	-1.4	-0.1	4	-0.1	-4	3.7	0	-0.3	-1	1.2	3
C/C(=N/NC(=O)CNC(=O)CCc1ccccc1)c1ccc(Cl)c(Cl)c1	-1.8	-1.8	2	-0.6	-5	-0.5	-9	1.6	-6	-0.4	8
CC(C)n1c(NCc2cc(Cl)ccc2O)nc2ccccc21	-1.2	-0.8	17	-0.9	-21	-2.5	-20	-2.0	-2	-1.1	-4
O=c1c(C(c2ccccc2)c2c(O)nc3n(c2=O)CCS3)c(O)nc2n1CCS2	-1.3	2.3	-1	1.8	-5	1.4	0	3.9	-1	-0.2	1
COC(=O)[C@]12C[C@H](CC(=O)NCCCCc3ccccc3)C(=O)N(Cc3cccc4ccccc34)C1=C[C@H](C(C)(C)C)O[C@@H]2C	-1.8	.	8	.	-3	-1.6	-5	1.1	-1	-0.1	-19
COc1ccc(-n2ncc(Cl)c(Cl)c2=O)cc1	-1.3	-15	0	.	-3	0.4	10	-1.6	-11	-1.7	1
CC(C)(C(=O)N1CCC1(C)C(=O)NS(=O)(=O)c1ccccc1Cl)c1ccccc1 (configuration not stated)	-1.6	-3.1	0	.	3	-0.9	1	1.0	-1	-1.1	-11
O=C(O)c1ccccc1C(=O)c1ccc(-c2ccccc2)cc1	-1.0	2.6	-3	-0.9	-1	4.1	3	2.5	6	0.0	-1
Cc1cc2c(=O)n(CC(=O)N3CCN(c4ccccc4)CC3)cnc2s1	-1.0	-2.0	2	-1.0	-12	1.2	2	-0.7	0	0.9	1
C/C(=N\NC(=O)c1cc(C)nc2ccccc12)c1ccc([N+](=O)[O-])cc1	-1.1	-1.1	-5	-1.4	9	2.1	3	1.9	-1	0.0	10
O=C(O)CCCCCNc1nc(=S)[nH]c2ccccc12	-0.6	0.6	-3	0.8	5	0.1	0	0.0	-3	-0.1	5
COc1ccc(-c2nnc(-c3cc4ccccc4oc3=O)o2)cc1	-0.9	2.1	-3	-0.1	-6	1.9	0	1.4	-1	0.6	-6
O=C(CSc1nc(O)cc(=O)[nH]1)N1c2ccccc2CCc2ccccc21	-2.0	3.0	6	1.5	4	2.5	3	-0.4	1	0.7	-3
